EBNA-1 inhibitor: blocks EBNA-1 binding to DNA; EBNA-1 DNA binding, fluorescence polarization; inhibition, % at 14.8 µM; actives 0.34% (n = 300,000); AID 1950; in the data active = inhibition above about 28%
PAFAH2 inh: inhibitors of human PAFAH2 | AID 492956 | inhibition, % at 3.39 µM | actives 0.99% (n = 340,000) | recombinant PAFAH2, FP-rhodamine activity probe, fluorescence polarization | Q99487;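 active = inhibition above the mean over all tested compounds plus 3 SD, cut at about 30% in these data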;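 also: inhibitors block probe labeling of enzyme so polarization drops; 0% = enzyme with DMSO and 100% = wells lacking PAFAH2 protein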
GSTO1 inh: counter-screen for RBBP9 inhibitors: inhibitors of human GSTO1; P78417; recombinant GSTO1, activity-based probe fluorescence polarization; inhibition, % at 5.96 µM; actives 1.1% (n = 300,000);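 active = inhibition above the campaign mean inhibition plus 3 SD, cut at about 35% in these data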;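 also: 0% = GSTO1-1 with DMSO and 100% = wells lacking GSTO1-1 enzyme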
Target sequence (P78417 whole entry, looked up): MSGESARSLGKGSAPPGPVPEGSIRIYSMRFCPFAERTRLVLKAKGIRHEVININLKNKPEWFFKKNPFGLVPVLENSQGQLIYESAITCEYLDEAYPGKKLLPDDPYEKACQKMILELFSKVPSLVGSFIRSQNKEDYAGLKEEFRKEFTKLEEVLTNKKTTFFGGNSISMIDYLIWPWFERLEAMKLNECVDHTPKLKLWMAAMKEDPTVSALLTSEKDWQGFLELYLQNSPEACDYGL
LYPLA1 counter: counter-screen for PME1 inhibitors: inhibitors of human LYPLA1; O75608; recombinant LYPLA1, FP-Rh probe fluorescence polarization; inhibition, % at 5.9 µM; actives 0.16% (n = 320,000); AID 2174;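 active = inhibition above the mean of all tested compounds plus 3 SD, set per campaign, cut at about 14% in these data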;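 also: inhibitors block serine hydrolase probe labeling of LYPLA1 so polarization falls; 0% = enzyme with DMSO and 100% = wells lacking LYPLA1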
PREPL inh: inhibits the human prolyl oligopeptidase-like enzyme. recombinant PREPL, fluorescence polarization activity-based probe. inhibition, % at 5.96 µM. actives 0.68% (n = 320,000). AID 2751; in the data active = inhibition above about 43%;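 also: 0% = enzyme with DMSO and 100% = wells lacking enzyme; many of its hits are not listed in these tables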
PAD4 FP inh: inhibitors of human PAD4; actives 0.41% (n = 330,000); AID 485272; recombinant PAD4, RCA probe fluorescence polarization; inhibition, % at 6.36 µM;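 active = percent inhibition above a cutoff equal to the mean of all tested compounds plus 3 SD, cut at about 15% in these data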;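 also: 0% = PAD4 with RCA probe and DMSO and 100% = probe without PAD4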
LYPLA2 counter: LYPLA2 (human) inhibition in PME1 counter-screen | O95372 | actives 0.38% (n = 320,000) | inhibition, % at 5.9 µM | recombinant LYPLA2, FP-Rh probe fluorescence polarization;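 active = inhibition above the screen-wide mean plus 3 SD, limit set per campaign, cut at about 26% in these data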;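 also: 0% = LYPLA2 with DMSO and 100% = wells lacking LYPLA2 enzyme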
Target sequence (O95372 whole entry, looked up): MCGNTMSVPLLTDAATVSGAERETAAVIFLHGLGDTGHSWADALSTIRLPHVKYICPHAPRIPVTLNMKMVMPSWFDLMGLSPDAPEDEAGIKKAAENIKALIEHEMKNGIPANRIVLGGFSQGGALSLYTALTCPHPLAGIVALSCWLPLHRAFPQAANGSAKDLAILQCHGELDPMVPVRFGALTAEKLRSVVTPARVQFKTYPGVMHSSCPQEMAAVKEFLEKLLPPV
PAFAH1B3 FP inh: PAFAH1B3 (human) inhibition | Q15102 | recombinant PAFAH1B3, FP-rhodamine probe, fluorescence polarization | inhibition, % at 3.39 µM | actives 0.28% (n = 340,000);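 active = inhibition above the screen-wide average of all tested compounds plus 3 SD, cut at about 25% in these data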;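 also: 0% = enzyme with DMSO only and 100% = wells lacking PAFAH1B3 protein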
Target sequence (Q15102 whole entry, looked up): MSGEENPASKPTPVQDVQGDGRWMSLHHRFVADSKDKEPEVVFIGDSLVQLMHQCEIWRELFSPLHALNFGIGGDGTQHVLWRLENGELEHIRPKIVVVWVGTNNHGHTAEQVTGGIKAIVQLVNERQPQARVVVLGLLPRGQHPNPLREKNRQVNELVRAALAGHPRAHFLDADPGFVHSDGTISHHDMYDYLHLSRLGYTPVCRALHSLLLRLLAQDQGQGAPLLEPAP
ZTA DNA inh: counter-screen for EBNA-1 inhibitors: inhibitors of Epstein-Barr virus ZTA | P03206 | ZTA-DNA binding, fluorescence polarization | inhibition, % at 11 µM | actives 0.15% (n = 320,000); in the data active = inhibition above about 33%
Target sequence (P03206 whole entry, looked up): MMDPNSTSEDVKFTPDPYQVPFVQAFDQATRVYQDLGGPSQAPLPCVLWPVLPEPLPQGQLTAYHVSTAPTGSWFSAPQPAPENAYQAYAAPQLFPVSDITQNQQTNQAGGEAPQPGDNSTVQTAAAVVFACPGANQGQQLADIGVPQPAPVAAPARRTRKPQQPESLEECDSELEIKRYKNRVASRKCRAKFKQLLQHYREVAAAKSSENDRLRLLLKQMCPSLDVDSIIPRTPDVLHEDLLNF
* marks the source's active call; other numbers are inactive results; x = no result given. The list is partial. The share of hits here may be higher or lower than overall.

SMILES	EBNA-1 inhibitor	PAFAH2 inh	GSTO1 inh	LYPLA1 counter	PREPL inh	PAD4 FP inh	LYPLA2 counter	PAFAH1B3 FP inh	ZTA DNA inh
CN(C)C(=O)Oc1ccc(OC(=O)N(C)C)cc1	1	-6	2	3	1	-2	5	4	12
COc1ccccc1CN1CCCCC1c1cccnc1 (configuration not stated)	3	3	2	2	5	-2	-2	-1	16
COCCn1c(O)c(/C=N/NC(=O)CSC(=S)N2CCCC2)c(=O)[nH]c1=S	x	7	x	1	17	-8	-3	12	-3
O=C(CCC(=O)N1C[C@H]2C[C@@H](C1)c1cccc(=O)n1C2)NCc1ccc(F)cc1	x	-2	x	0	4	-5	5	10	-10
CC(C)CC(NC(=O)C1CCCCC1)C(=O)N1CCC2(CC1)OCCO2 (configuration not stated)	-3	2	-9	3	6	0	5	0	0
CN1C(=O)NC(=O)/C(=C/c2ccc([N+](=O)[O-])o2)C1=O	-1	x	17	1	-1	1	-2	x	16
COC(=O)[C@@H]1[C@@H](C(=O)OC)C2(c3ccccc3-c3ccccc32)N(c2ccc(Cl)cc2)N1C#N	8	0	-5	-4	14	1	-17	0	6
CCCCn1c(O)c(C(CC)=NCc2cc(OC)cc(OC)c2)c(=O)[nH]c1=O	-4	-7	6	1	21	-2	3	-7	-2
CCCCn1c(NC(=O)c2ccc(Br)o2)c(C(=O)OCC)c2nc3ccccc3nc21	7	41*	90*	81*	43	72*	89*	77*	-13
CCN[C@@H](C)Cc1cccc(C(F)(F)F)c1	x	-1	x	x	-3	-7	x	3	x
N#Cc1ccccc1Cn1cc(C(=O)c2ccccc2F)c2ccccc21	-12	-2	-2	-3	-53	3	1	5	-6
O=C(COc1ccccc1)N1CCN(C2CC3CCC2C3)CC1 (configuration not stated)	-13	-2	3	2	4	0	1	6	-1
O=C(c1cn(Cc2ccccc2)c2ccccc12)N1CCCCC1	-12	3	5	-2	14	3	2	2	3
c1ccc2c(N3CCNCC3)nsc2c1	-7	-3	10	1	-5	3	3	-1	-8
CN(C)C(=O)Oc1noc2cc(Cl)ccc12	34*	41*	4	2	-2	-2	2	2	9
N#CC(C#N)=Cc1ccc(-c2ccccc2F)o1	0	-3	0	-3	-5	-1	-6	5	4
CCCCOc1ccc(CN2CCN(CCO)CC2)cc1	9	7	-5	0	8	2	1	2	29
CC(c1ccccc1)n1cncc1C(=O)N1CCCC1=O (configuration not stated)	-8	-6	10	-4	-13	1	-3	-4	-10
COC(=O)C1=Nc2ccccc2/C1=C\c1c(O)n(-c2ccc(OC)cc2)c(=O)[nH]c1=O	-6	1	-8	-1	-2	2	5	-3	-11
CCOc1ccc(N2C(=O)CC(=O)NC2=O)cc1	10	2	-3	1	1	2	3	4	-4
O=C(O)C(Cc1cnc[nH]1)NS(=O)(=O)c1ccc(Cl)cc1 (configuration not stated)	2	0	1	-3	-1	2	-2	8	-5
COc1cc(OC)c([C@H]2C=C(C)[C@H]3C[C@@H]2C3(C)C)c(OC)c1	2	0	11	6	12	6	9	5	3
CN1C(=O)C(=Cc2ccc(N(C)C)c([N+](=O)[O-])c2)C(=O)N(C)C1=O	0	x	14	2	-1	4	-2	x	-16
COc1ccc(C2=NS(=O)(=O)N(C)C(C(=O)N3CCC4(CC3)OCCO4)=C2)cc1OC	3	-2	-3	-2	2	-6	6	10	-6
CC(C)(C)C(=O)Nc1ccc(S(=O)(=O)N2CC3CC(C2)c2cccc(=O)n2C3)cc1 (configuration not stated)	4	-5	-5	1	-6	2	5	1	-9
NC(=S)N/N=C/c1coc2ccccc2c1=O	-8	5	6	0	8	1	-2	1	12
CCc1ccc(OCCCN=C(C)c2c(O)n(C)c(=O)n(C)c2=O)cc1	10	-9	-3	0	16	5	9	4	9
O=C1C2CCCN2C(c2cccs2)N1c1ccccn1 (configuration not stated)	3	-1	-1	-1	2	-5	5	-8	11
COc1cc(OC)cc(C(=O)Nc2ccc(Br)cc2C(=O)c2ccccc2)c1	13	-6	3	-3	0	2	-5	1	14
C[C@]12CCC3C(CCC4=C/C(=N/OCC(=O)NC(CCC(N)=O)C(=O)O)CC[C@@]43C)C1CCC2O (some centres not stated)	-4	4	-6	-1	7	-3	-5	3	-1
CCc1ccc(-c2nn(Cc3ccccc3)cc2C=O)cc1	-3	2	1	3	8	-4	8	0	-21
COC(=O)C1=C(c2ccc(F)cc2OCc2ccccc2)C[C@@H]2CC[C@H]1N2C(=O)NCCOc1ccc(OC)cc1	x	-7	x	-2	30	3	-1	-3	7
COC(=O)C1=C(c2ccccc2OCc2ccccc2)C[C@@H]2CC[C@H]1N2C(=O)NCCOc1ccccc1	x	-1	x	-2	29	-1	-6	8	-5
O=C(NCC(c1cccnc1)N1CCN(c2ccccc2F)CC1)Oc1ccccc1 (configuration not stated)	-3	7	-4	4	34	-1	1	-1	5
CC(=O)Nc1ccccc1C(=O)OCC(=O)c1cccc2ccccc12	-4	-2	-2	-4	-3	0	9	3	-3
ON1C2CCCCC2N(O)C1c1ccccc1 (configuration not stated)	-4	6	-4	-3	-6	-3	-2	5	-14
NC(=O)c1ccc(OCCC(O)N2CC=C(c3ccc(F)cc3)CC2)cc1 (configuration not stated)	3	-2	9	4	14	-3	9	1	-3
COc1ccc(OC)c(C(O)C(C)N)c1 (configuration not stated)	x	-1	x	x	5	-4	x	-10	x
CSCCC(N=Cc1c(O)n(-c2ccc(Cl)cc2)c(=O)[nH]c1=O)C(=O)OC(C)(C)C (configuration not stated)	8	-3	2	-2	-4	-3	13	4	-15
CCc1ccc(-n2c(O)c(/C=N/NC(=O)c3ccncc3)c(=O)[nH]c2=O)cc1	-7	5	6	1	7	-4	0	18	0

Part of the list above, showing only ZTA DNA inh and GSTO1 inh:
Structure,ZTA DNA inh,GSTO1 inh
CCc1ccc(-c2nn(Cc3ccccc3)cc2C=O)cc1,-21,1
COC(=O)C1=C(c2ccc(F)cc2OCc2ccccc2)C[C@@H]2CC[C@H]1N2C(=O)NCCOc1ccc(OC)cc1,7,x

The list goes on.
SMILES	EBNA-1 inhibitor	PAFAH2 inh	GSTO1 inh	LYPLA1 counter	PREPL inh	PAD4 FP inh	LYPLA2 counter	PAFAH1B3 FP inh	ZTA DNA inh
C/C=C(\C)C(=O)N[C@@H](c1ccccc1)[C@@H](O)C(=O)O[C@H]1C[C@@]2(O)[C@@H](OC(=O)c3ccccc3)C3[C@](C)(C(=O)[C@H](OC(C)=O)C(=C1C)C2(C)C)[C@@H](O)C[C@H]1OC[C@@]31OC(C)=O (some centres not stated)	-3	x	6	-1	3	-2	0	x	4
O=C(NC1CC1)C1CSC(c2cccnc2)=N1 (configuration not stated)	-5	-1	-1	-2	4	-10	-4	7	0
C/C(CC(c1ccccc1)c1c(O)c2ccccc2oc1=O)=N\Nc1ccc([N+](=O)[O-])cc1[N+](=O)[O-] (configuration not stated)	-3	5	37*	3	30	-10	5	5	2
OC(CCNCCc1c[nH]c2ccccc12)C(F)(F)Cl (configuration not stated)	-5	-2	7	-1	-41	0	-2	7	-6
Cc1ccnc(-n2c(-c3ccccc3)nc3ccccc3c2=O)c1	-5	-9	7	-1	16	1	2	-1	-21
COC(=O)c1nc(-c2ccc3c(n2)C(=O)C(N)=C(OC)C3=O)c(N)c(-c2ccc(OC)c(OC)c2O)c1C	1	22	79*	2	4	-9	-2	70*	6
O=c1[nH]c(=S)n(-c2ccc(Cl)cc2)c(O)c1C=Nc1ccc(N2CCOCC2)cc1	2	14	27	2	13	1	-3	5	30
O=C(Nc1ccc(C(F)(F)F)cc1)OC1CN2CCC1CC2 (configuration not stated)	0	6	6	-1	2	0	-4	10	13
Cc1cccc(N2C(=O)/C(=C/N3CCN(C(=O)c4ccco4)CC3)C(=O)NC2=S)c1	-3	-12	-8	-3	2	-8	-3	4	2
CCN(CCNc1ccc([N+](=O)[O-])c2cccnc12)S(=O)(=O)c1ccc(Cl)cc1	3	1	3	0	-1	-2	6	2	0
CC(=NCCCn1ccnc1)c1c(O)n(C2CCCCC2)c(=O)[nH]c1=O	-5	0	1	-4	-7	5	-1	6	-8
COc1ccc(C2=NCc3nnc(C)n3-c3ccc(Cl)cc32)cc1Cl	-12	-5	1	-1	-12	6	-2	5	-22
Cn1cc(/C=C2\C(=O)NC(=O)N(c3ccccc3)C2=O)c2ccccc21	13	39*	10	8	-1	9	1	7	-2
CC1N(O)C2CCCCCC2N1O (configuration not stated)	-9	7	-4	0	7	-1	-1	2	6
O=c1c2ccccc2nc(/C=C\c2ccccc2[N+](=O)[O-])n1-c1ccccc1O	-3	-2	-24	-3	4	1	-8	3	5
O=C(c1ccc2c(c1)OCO2)C1CCCN(Cc2ccc(F)c(F)c2)C1 (configuration not stated)	11	0	6	3	-9	2	6	14	-12
CCCCn1c(=O)c(C(=O)Nc2ccccc2Cl)c(O)c2ccccc21	-6	-12	-4	1	-2	0	3	-2	-2
CCOC(=O)c1c(C)[nH]c(C(=O)C(Cc2ccccc2)N(C)C)c1C (configuration not stated)	9	-7	0	-1	1	-1	-4	-1	-3
C[C@]12CCC3C(CC[C@H]4C[C@@H](O)CC[C@]34C)[C@H]1CC[C@H]2O (some centres not stated)	x	2	x	x	10	2	x	1	x
CCCCC1C(=O)NC(=S)NC1=O	3	x	1	3	4	3	6	x	6

Reprinted at random: 3 entries already listed
SMILES	EBNA-1 inhibitor	PAFAH2 inh	GSTO1 inh	LYPLA1 counter	PREPL inh	PAD4 FP inh	LYPLA2 counter	PAFAH1B3 FP inh	ZTA DNA inh
CCCCOc1ccc(CN2CCN(CCO)CC2)cc1	9	7	-5	0	8	2	1	2	29
CSCCC(N=Cc1c(O)n(-c2ccc(Cl)cc2)c(=O)[nH]c1=O)C(=O)OC(C)(C)C (configuration not stated)	8	-3	2	-2	-4	-3	13	4	-15
COC(=O)C1=Nc2ccccc2/C1=C\c1c(O)n(-c2ccc(OC)cc2)c(=O)[nH]c1=O	-6	1	-8	-1	-2	2	5	-3	-11

The list goes on:
SMILES	EBNA-1 inhibitor	PAFAH2 inh	GSTO1 inh	LYPLA1 counter	PREPL inh	PAD4 FP inh	LYPLA2 counter	PAFAH1B3 FP inh	ZTA DNA inh
CCC(=O)N1N=C(c2c(O)n(CCc3ccccc3)c(=O)[nH]c2=O)CC1c1ccc(OC)c(OC)c1 (configuration not stated)	3	x	-4	0	3	2	-2	x	6
CN1CCN(S(=O)(=O)c2ccc(Cl)nc2)CC1	4	2	5	1	8	-4	10	-4	-24
S=P(NC1CCCCC1)(N1CC1)N1CC1	7	-7	5	0	3	-5	4	0	6
COc1ccccc1CNC(=O)CCC(=O)N1C[C@H]2C[C@@H](C1)c1cccc(=O)n1C2	-9	5	-2	5	-2	-1	6	2	-20
COC(=O)C1=C(c2ccc(F)cc2OCc2ccccc2)C[C@@H]2CC[C@H]1N2C(=O)NCc1ccc(C)cc1	x	3	x	0	1	0	-11	1	-1
CC(=O)OC1N=C(c2ccccc2Cl)c2cc(Br)ccc2NC1=O (configuration not stated)	0	3	-2	3	26	3	-3	4	-1
COc1ccc(CN2CCN(C(=O)Cc3ccccc3)CC2)cc1Br	4	-4	4	-1	-11	-1	2	5	-1
CCP(=S)(CC)c1ccc(N(C)C)cc1	-18	0	-2	-2	-3	-3	-4	-2	-2
O=C(NCc1cccnc1)NC1CCCCC1	-8	3	6	1	-9	0	-5	6	11
COc1ccc(OC)c(N=Cc2c(O)n(Cc3ccccc3)c(=S)[nH]c2=O)c1	2	-11	0	-2	5	-3	2	7	8
O=P1(Oc2ccccc2)OCCCS1 (configuration not stated)	6	-4	-2	2	0	-1	3	6	2
C=CCn1c(O)c(/C(C)=N/N2CCN(C)CC2)c(=O)[nH]c1=O	6	-5	-3	1	-6	0	-4	5	0
CCC(=NCc1ccco1)c1c(O)n(C2CCCCC2)c(=O)[nH]c1=O	6	-1	0	-1	15	-1	-1	5	1
COc1cc2c(c(OC)c1OC)-c1ccc(O)c(=O)cc1[C@@H](N)CC2	-14	10	3	3	12	-4	-1	4	-11

Screening data (PubChem BioAssay)
